Pemphigus Ab inh = human desmoglein-3 autoantibody binding inhibition; P32926; DSG3-coupled beads, scFv-anti-DSG3-GFP binding, flow cytometry; stronger effect = lower value; binding (percent of control), % at 10 µM; actives 0.48% (n = 310,000); AID 588358;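 active means binding more than 3 SD below its plate's average and above zero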;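 further: hits lower antibody fragment binding to DSG3; some compounds called inactive have numbers as strong as hits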
Tat export inh = inhibitors of E. coli Tat protein transport; E. coli MC4100 TorA-mCherry Tat export, fluorescence; inhibition, % at 10 µM; actives 0.036% (n = 340,000);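 active means mean replicate inhibition at least 50% and at least half of replicates individually reaching 50%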;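 further: exported cargo escapes ClpAP degradation while cytoplasmic cargo is degraded and loses fluorescence; 0% = median of neutral control wells and 100% = median of NaSCN control wells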
phage Ecoli inh = E. coli growth loss with phage present | inhibition, % at 11.9 µM | growth absorbance | actives 0.26% (n = 360,000); in the data active means inhibition above about 11%
PfHsp90 yeast 2 = growth inhibition of yeast expressing Plasmodium Hsp90; S. cerevisiae expressing PfHsp90, BacTiter-Glo ATP, 48 h; yeast lacking PDR1 and PDR3 efflux regulators; inhibition, % at 9.4 µM; actives 0.32% (n = 310,000); AID 504621;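 active means every replicate shows inhibition above about 80%, whatever the replicate mean, limit read from the data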;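 further: 0% = DMSO neutral controls and 100% = 20 µM radicicol positive controls; yeast relying on Plasmodium falciparum Hsp90 in place of its own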
SUMO Mot1 rescue = blocks SUMOylation pathway, rescuing yeast Mot1-301 growth. S. cerevisiae Mot1-301 growth rescue, ATP luminescence, 38.5C; percent above DMSO median, 100 means doubled. growth rescue, % at 18.8 µM. actives 1% (n = 320,000). AID 2716;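 active means every valid replicate shows activation above 250% relative to neutral control wells; inactive means the rest, any valid replicate at or below 250%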;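 further: OY570 slx delta 5 strain wells were the positive control but not used for scaling; some compounds called inactive have numbers as strong as hits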
MOR-DOR inv ag = mu-delta opioid heterodimer inverse agonism; P35372+P41143; cell-based MOR-DOR heterodimer luminescence; inhibition, % at 9.3 µM; actives 0.21% (n = 340,000); AID 504357; in the data active means inhibition above about 22%, passing the limit was not always enough;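 further: 0% = cells with DMSO and 100% = wells without cells with DMSO; values of inactives mirror those of a sister screen read the other way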
Target sequence (P35372 whole entry, looked up): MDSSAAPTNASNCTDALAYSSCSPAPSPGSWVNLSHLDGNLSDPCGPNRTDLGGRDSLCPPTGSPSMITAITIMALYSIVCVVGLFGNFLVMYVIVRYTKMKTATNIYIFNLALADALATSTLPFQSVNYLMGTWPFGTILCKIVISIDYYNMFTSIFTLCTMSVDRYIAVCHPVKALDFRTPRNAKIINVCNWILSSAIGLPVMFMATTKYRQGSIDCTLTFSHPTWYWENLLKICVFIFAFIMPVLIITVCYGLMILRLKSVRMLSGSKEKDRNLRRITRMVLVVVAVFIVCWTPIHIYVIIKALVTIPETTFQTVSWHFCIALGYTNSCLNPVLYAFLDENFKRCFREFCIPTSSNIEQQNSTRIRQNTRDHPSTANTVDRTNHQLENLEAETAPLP
Target sequence (P41143 whole entry, looked up): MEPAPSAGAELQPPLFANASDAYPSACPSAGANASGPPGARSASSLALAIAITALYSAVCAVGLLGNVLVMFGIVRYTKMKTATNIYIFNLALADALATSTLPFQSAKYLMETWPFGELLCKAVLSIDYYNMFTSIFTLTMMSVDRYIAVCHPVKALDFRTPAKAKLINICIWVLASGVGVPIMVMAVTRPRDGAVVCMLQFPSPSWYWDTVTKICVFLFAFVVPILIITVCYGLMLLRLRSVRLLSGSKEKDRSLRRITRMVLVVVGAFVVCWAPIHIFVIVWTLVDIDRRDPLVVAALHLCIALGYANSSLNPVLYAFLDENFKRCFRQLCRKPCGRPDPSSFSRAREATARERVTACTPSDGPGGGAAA
MOR-DOR ag = OPRM1-OPRD1 heterodimerization agonism; P35372+P41143; cells, luminescence; activation, % at 9.3 µM; actives 0.3% (n = 340,000); in the data active means activation above about 18%;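 further: 0% = vehicle-treated cells and 100% = reference agonist; values of inactives mirror those of a sister screen read the other way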
Arr AP2 block = inhibitors of human beta-arrestin and AP2 interaction; actives 0.31% (n = 340,000); AID 504490; FITC-arrestin peptide / GST-AP2 beads, flow cytometry; AP2 beta2 appendage carries R879A mutation; inhibition, % at 10 µM;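 active means inhibition above a set limit, near 3 SD of compounds lacking own fluorescence, cut at about 54% in these data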;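 further: plate controls were DMSO wells for no effect and 5 µM unlabelled arrestin peptide for full effect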
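System: GST-AP2 R879A glutathione beads | Also added: FITC-arrestin peptide, 50 nM | Times: 12 min plus 1 h, RT | Signal: Bead flow cytometry, FITC channel | Buffer or medium: PBS with 0.05% Tween 20 and 0.1% BSA | Read-out basis: Percent drop in bead-associated FITC signal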
Ecoli viability = reduces bacterial viability in AddAB counter-screen; E. coli V3065 growth, OD600 absorbance, 18 h; inhibition, % at 11.9 µM; actives 0.27% (n = 330,000);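 active means inhibition above the campaign's mean inhibition across all tested compounds plus 3 SD, cut at about 9.9% in these data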;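 further: uninfected addAB+ strain grown without phage in ampicillin broth; 0% = DMSO wells and 100% = ciprofloxacin 0.95 µg/ml wells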
AddAB inh = less growth of phage-infected E. coli with AddAB; E. coli expressing H. pylori AddAB, absorbance growth; inhibition, % at 11.9 µM; actives 0.29% (n = 330,000); AID 435030; in the data active means inhibition above about 12%;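 further: 0% = vehicle wells of infected cells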
PKA-R1A activ = PKA-R1A complex activation; P00514+P68181; PKA-R1A dissociation, Cy5-IP20 fluorescence polarization; scaled: DMSO 0%, 113 µM cGMP 100%; activation, % at 11.4 µM; AID 504707; actives 0.083% (n = 340,000);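 active means percent activation above the mean of all tested compounds plus 3 SD, cut at about 19% in these data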;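 further: higher means more PKAc released from R1A so a rise in polarization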
* = called active by the depositor.

Screening O=C(Nc1ccccc1N1CCOCC1)C1=NN(c2c(F)c(F)cc(F)c2F)C(=O)CC1 returned Tat export inh -0.4, phage Ecoli inh 2.7, PfHsp90 yeast 2 4.8, SUMO Mot1 rescue 13.9, MOR-DOR inv ag 10.4, MOR-DOR ag -2.8, Arr AP2 block -6.3, Ecoli viability 3.2, AddAB inh 1.1 and PKA-R1A activ 8.2.
For Cn1cc(S(=O)(=O)N2CCCC2)cc1C(=O)NCc1ccccc1Cl the results were Pemphigus Ab inh 91.7, Tat export inh 2.2, phage Ecoli inh 4.5, PfHsp90 yeast 2 9.1, SUMO Mot1 rescue -13.8, MOR-DOR inv ag 1.8, MOR-DOR ag -0.3, Arr AP2 block 6.6, Ecoli viability 0.1, AddAB inh 3.0 and PKA-R1A activ -8.8.
Screening O=S(=O)(Nc1ccc(O)c(CN2CCCCC2)c1)c1ccccc1 returned Pemphigus Ab inh 97.1, Tat export inh 1.8, phage Ecoli inh 1.4, PfHsp90 yeast 2 -35.2, SUMO Mot1 rescue 88.6, MOR-DOR inv ag 12.6, MOR-DOR ag -2.8, Arr AP2 block 3.9, Ecoli viability 2.2, AddAB inh 3.6 and PKA-R1A activ 12.3.
Screening O=C(CCl)N1c2ccccc2CCc2ccccc21 returned Pemphigus Ab inh 93.7, Tat export inh 7.5, phage Ecoli inh -0.2, PfHsp90 yeast 2 -3.7, SUMO Mot1 rescue 267.2, MOR-DOR inv ag 0.5, MOR-DOR ag -0.1, Arr AP2 block 2.7, Ecoli viability -1.0, AddAB inh 4.6 and PKA-R1A activ -10.4.
CCc1ccc(NC(=O)CSc2nc3n[nH]c(C)c3c(=N)n2-c2cccc(OC)c2)cc1 was read as Pemphigus Ab inh 99.5, Tat export inh -12.6, phage Ecoli inh 1.2, SUMO Mot1 rescue 3.1, MOR-DOR inv ag -2.3, MOR-DOR ag 0.5, Arr AP2 block -9.6, Ecoli viability 0.8, AddAB inh -0.1 and PKA-R1A activ -13.2.
Screening COc1ccc(-c2nn(-c3ccccc3C)cc2CNCc2cccnc2)cc1F returned Tat export inh 4.0, phage Ecoli inh 0.0, PfHsp90 yeast 2 -19.8, SUMO Mot1 rescue -23.0, MOR-DOR inv ag -328.3, MOR-DOR ag 72.2*, Arr AP2 block 15.0, Ecoli viability -0.9, AddAB inh 4.6 and PKA-R1A activ -13.6.
Screening O=C1C=CC(=O)N1c1ccc(N2CCCCC2)cc1 returned Pemphigus Ab inh 93.0, Tat export inh 9.4, phage Ecoli inh 6.2, PfHsp90 yeast 2 109.2*, SUMO Mot1 rescue -13.6, MOR-DOR inv ag 8.6, MOR-DOR ag -1.7, Arr AP2 block -7.5, Ecoli viability 1.1, AddAB inh 0.7 and PKA-R1A activ 8.3.
`Cc1cc2[nH]c(=O)c(=O)[nH]c2cc1S(=O)(=O)N(C)C1CCCCC1` gave Pemphigus Ab inh 106.5, Tat export inh -5.1, phage Ecoli inh 2.4, PfHsp90 yeast 2 4.8, SUMO Mot1 rescue -9.7, MOR-DOR inv ag 3.9, MOR-DOR ag -0.8, Arr AP2 block 0.9, Ecoli viability -1.6, AddAB inh 3.4 and PKA-R1A activ -1.9.
CCn1c(SCc2ccccc2)nnc1C1CCCCC1 was read as Pemphigus Ab inh 111.5, Tat export inh 10.8, phage Ecoli inh 3.0, PfHsp90 yeast 2 1.5, SUMO Mot1 rescue 10.3, MOR-DOR inv ag 4.2, MOR-DOR ag -0.8, Arr AP2 block -8.6, Ecoli viability 0.4, AddAB inh 2.6 and PKA-R1A activ -0.6.
For O=C1NCCN1C(=O)N(c1ccccc1)c1ccccc1 the results were Pemphigus Ab inh 103.1, Tat export inh -12.1, phage Ecoli inh 1.5, PfHsp90 yeast 2 13.1, SUMO Mot1 rescue -0.3, MOR-DOR inv ag -8.7, MOR-DOR ag 1.6, Arr AP2 block -0.9, Ecoli viability 2.4, AddAB inh 0.8 and PKA-R1A activ 2.5.
`COc1ccccc1NC(=O)CSc1nnc(-c2ccco2)o1` gave Pemphigus Ab inh 102.6, Tat export inh 2.8, phage Ecoli inh 4.6, PfHsp90 yeast 2 -6.7, SUMO Mot1 rescue -2.1, MOR-DOR inv ag 13.4, MOR-DOR ag -2.3, Arr AP2 block -3.0, Ecoli viability -0.8, AddAB inh 3.0 and PKA-R1A activ -2.4.
`O=C(Nc1ccccc1N1CCCCC1)c1cccc(Cl)c1` gave Pemphigus Ab inh 96.9, Tat export inh 2.6, phage Ecoli inh 2.9, PfHsp90 yeast 2 1.1, SUMO Mot1 rescue -12.5, MOR-DOR inv ag -9.9, MOR-DOR ag 1.8, Arr AP2 block 2.6, Ecoli viability -2.6, AddAB inh 1.7 and PKA-R1A activ 3.8.
For Cn1c(=O)c2cc(S(=O)(=O)NC(C(=O)Nc3cccc(F)c3)c3ccccc3)ccc2n(C)c1=O (centres undefined) the results were Pemphigus Ab inh 96.3, Tat export inh -2.5, phage Ecoli inh -0.5, PfHsp90 yeast 2 9.8, SUMO Mot1 rescue -6.6, MOR-DOR inv ag 4.7, MOR-DOR ag -0.9, Arr AP2 block 6.7, Ecoli viability -0.7, AddAB inh 2.6 and PKA-R1A activ 4.8.
`COc1cccc(-c2cccc(NC(=O)C3CCN(Cc4nccs4)CC3)c2)c1` gave Pemphigus Ab inh 100.0, Tat export inh 1.7, phage Ecoli inh -0.1, PfHsp90 yeast 2 13.8, SUMO Mot1 rescue 174.5, MOR-DOR inv ag 14.1, MOR-DOR ag -2.8, Arr AP2 block -5.4, Ecoli viability 0.4, AddAB inh 1.8 and PKA-R1A activ -5.4.
Screening CCCOc1ccc(NC(=O)C2CC(=O)N(C(C)C)C2)cc1 (centres undefined) returned Tat export inh 6.7, phage Ecoli inh 0.2, SUMO Mot1 rescue -15.1, MOR-DOR inv ag 5.5, MOR-DOR ag -0.9, Arr AP2 block 0.3, Ecoli viability -1.2, AddAB inh 1.5 and PKA-R1A activ 0.2.
For O=C(O)C(Cc1cn[nH]n1)=NO the results were Pemphigus Ab inh 96.9, Tat export inh -6.9, PfHsp90 yeast 2 8.5, SUMO Mot1 rescue -14.1, MOR-DOR inv ag 13.2, MOR-DOR ag -3.0, Arr AP2 block -18.4, Ecoli viability -1.7, AddAB inh 0.6 and PKA-R1A activ -7.5.
`CCOc1ccc(N(CC(=O)NCc2ccccc2)S(C)(=O)=O)cc1` gave Pemphigus Ab inh 103.8, Tat export inh -7.6, phage Ecoli inh 2.7, PfHsp90 yeast 2 -31.5, SUMO Mot1 rescue 15.8, MOR-DOR inv ag 7.3, MOR-DOR ag -1.3, Arr AP2 block 4.6, Ecoli viability 0.8, AddAB inh 1.1 and PKA-R1A activ 10.2.
For O=C(COC(=O)C1CCN(S(=O)(=O)c2ccc3c(c2)OCCO3)CC1)Nc1ccc(C(F)(F)F)cc1 the results were Pemphigus Ab inh 137.6, Tat export inh -22.5, phage Ecoli inh 1.5, PfHsp90 yeast 2 2.9, SUMO Mot1 rescue -12.7, MOR-DOR inv ag -3.8, MOR-DOR ag 0.7, Arr AP2 block 2.9, Ecoli viability -0.7, AddAB inh 3.1 and PKA-R1A activ 6.5.
O=C(CSc1nnc(-c2cccnc2)o1)Nc1ccccc1F was read as Pemphigus Ab inh 79.4, Tat export inh -7.0, phage Ecoli inh 5.5, PfHsp90 yeast 2 22.9, SUMO Mot1 rescue 4.7, MOR-DOR inv ag 12.6, MOR-DOR ag -1.9, Arr AP2 block -1.6, Ecoli viability 0.0, AddAB inh -3.6 and PKA-R1A activ 5.6.
`CC(NC(=O)c1ccc(CS(C)(=O)=O)cc1)C1CC2CCC1C2` (centres undefined) gave Pemphigus Ab inh 101.6, Tat export inh -6.0, phage Ecoli inh -0.7, PfHsp90 yeast 2 -21.9, SUMO Mot1 rescue 27.5, MOR-DOR inv ag 6.1, MOR-DOR ag -0.7, Arr AP2 block 5.2, Ecoli viability -4.4, AddAB inh 2.8 and PKA-R1A activ -0.5.
COc1ccc(NC(=S)N/N=C/c2ccc(F)c(F)c2)cc1 was read as Pemphigus Ab inh 86.6, Tat export inh 4.4, phage Ecoli inh 3.2, PfHsp90 yeast 2 -13.3, SUMO Mot1 rescue 9.6, MOR-DOR inv ag -34.9, MOR-DOR ag 6.7, Arr AP2 block 5.2, Ecoli viability -0.5, AddAB inh 2.9 and PKA-R1A activ -1.3.
Screening O=C(CN1CCN(c2ccc([N+](=O)[O-])cc2)CC1)Nc1nccs1 returned Pemphigus Ab inh 107.2, Tat export inh 5.4, phage Ecoli inh 0.9, SUMO Mot1 rescue 11.2, MOR-DOR inv ag 12.4, MOR-DOR ag -2.4, Arr AP2 block 1.0, Ecoli viability -1.0, AddAB inh 0.5 and PKA-R1A activ 3.2.
CC(C)(C)N(Cc1ccccc1)C(=O)COC(=O)c1ccc([N+](=O)[O-])o1 was read as Pemphigus Ab inh 106.0, Tat export inh 6.4, phage Ecoli inh 1.8, PfHsp90 yeast 2 -26.2, SUMO Mot1 rescue 94.1, MOR-DOR inv ag -16.4, MOR-DOR ag 4.1, Arr AP2 block 0.3, Ecoli viability 1.6, AddAB inh 3.3 and PKA-R1A activ 1.0.
For CN(C)CC1CCCCC1OC(=O)/C=C/c1ccccc1 (centres undefined) the results were Pemphigus Ab inh 96.1, Tat export inh 7.0, phage Ecoli inh 2.8, PfHsp90 yeast 2 -10.1, SUMO Mot1 rescue -15.1, MOR-DOR inv ag 15.6, MOR-DOR ag -3.0, Arr AP2 block -23.8, Ecoli viability -2.1, AddAB inh -1.0 and PKA-R1A activ -3.5.
CCN(CC)C(=O)N(CC)Cc1ccccc1 was read as Pemphigus Ab inh 99.9, Tat export inh -0.9, phage Ecoli inh 2.3, PfHsp90 yeast 2 10.1, SUMO Mot1 rescue -15.5, MOR-DOR inv ag 6.4, MOR-DOR ag -0.9, Arr AP2 block -3.1, Ecoli viability -1.8, AddAB inh 0.8 and PKA-R1A activ -2.8.
`O=C(c1ccncc1)N1CCN(S(=O)(=O)c2cccc([N+](=O)[O-])c2)CC1` gave Pemphigus Ab inh 104.9, Tat export inh -0.4, phage Ecoli inh -0.5, PfHsp90 yeast 2 8.2, SUMO Mot1 rescue -9.6, MOR-DOR inv ag -11.0, MOR-DOR ag 1.6, Arr AP2 block 12.7, Ecoli viability 0.2, AddAB inh 1.0 and PKA-R1A activ 11.0.
Screening CC(=O)N1c2ccc(S(=O)(=O)NCCC(=O)N3CCCC(C)C3)cc2CC1C (centres undefined) returned Pemphigus Ab inh 108.5, Tat export inh 5.1, phage Ecoli inh 0.7, PfHsp90 yeast 2 -9.4, SUMO Mot1 rescue 10.7, MOR-DOR inv ag 12.6, MOR-DOR ag -2.5, Arr AP2 block -0.3, Ecoli viability -2.2, AddAB inh 2.9 and PKA-R1A activ -7.2.
`COc1ccccc1NC(=O)COc1ccc(/C=N/n2cnnc2)cc1OC` gave Pemphigus Ab inh 95.4, Tat export inh -0.9, phage Ecoli inh 0.9, PfHsp90 yeast 2 2.0, SUMO Mot1 rescue 3.2, MOR-DOR inv ag 11.2, MOR-DOR ag -2.0, Arr AP2 block 6.6, Ecoli viability -0.2, AddAB inh -0.2 and PKA-R1A activ -10.6.

Assay outcomes deposited in PubChem BioAssay by several laboratories.
